Screening results deposited in PubChem BioAssay by several laboratories.
RSV antiviral HEp-2 – inhibition of RSV-induced cytopathic effect – HEp-2 cells, primary 10 µM value included (AID 2391); CPE inhibition, % at 10 µM; hits with a dose series show IC50 in µM; 310,000 tested, 0.13% active; HEp-2 cells, RSV-induced CPE inhibition; higher % means a stronger effect; in the data active = a potency from the dose series; also: strong numbers were not always called active
AID2073 – inhibitors of Mint1-CaV2.2 protein interaction, biochemical, HTRF (AID 2073); HTRF protein-protein interaction, Mint1-CaV2.2; higher % means a stronger effect; inhibition, % at 20 µM, or IC50 in µM where a hit was titrated; 290,000 tested, 0.19% active; in the data active = inhibition mostly above about 51%, no sharp cut-off; also: some results filed as inactive read as strong as hits
West Nile virus CPE – inhibition of WNV-induced cytopathic effect – cell-based, CPE readout (AID 1621); West Nile virus-infected cells, CPE inhibition; higher % means a stronger effect; one-dose CPE inhibition, % at 10 µM; IC50 in µM for titrated hits; 290,000 tested, 0.02% active; in the data active = a potency from the dose series; also: strong numbers were not always called active
Large T inhibition – SV40 large T antigen inhibitors, biochemical (AID 1903); SV40 large T antigen ATPase/helicase inhibition assay; higher % means a stronger effect; inhibition, % at 20 µM; hits with a dose series show IC50 in µM; 310,000 tested, 0.39% active; in the data active = a potency from the dose series; also: strong numbers were not always called active
NTR1 agonist – agonists of NTR1, primary screen, imaging, U2OS cells, beta-arrestin-GFP, high content (AID 493036). NTR1-U2OS beta-arrestin-GFP spot imaging, agonist mode. 330,000 tested, 0.17% active. activation, % at 20 µM;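 active = activation at or above 40% of the spot to cytoplasm intensity ratio, with at least 20 cells analyzed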;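 also: 0% = DMSO without peptide and 100% = 100 nM NTR1 peptide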
Target sequence (P30989 whole entry, looked up): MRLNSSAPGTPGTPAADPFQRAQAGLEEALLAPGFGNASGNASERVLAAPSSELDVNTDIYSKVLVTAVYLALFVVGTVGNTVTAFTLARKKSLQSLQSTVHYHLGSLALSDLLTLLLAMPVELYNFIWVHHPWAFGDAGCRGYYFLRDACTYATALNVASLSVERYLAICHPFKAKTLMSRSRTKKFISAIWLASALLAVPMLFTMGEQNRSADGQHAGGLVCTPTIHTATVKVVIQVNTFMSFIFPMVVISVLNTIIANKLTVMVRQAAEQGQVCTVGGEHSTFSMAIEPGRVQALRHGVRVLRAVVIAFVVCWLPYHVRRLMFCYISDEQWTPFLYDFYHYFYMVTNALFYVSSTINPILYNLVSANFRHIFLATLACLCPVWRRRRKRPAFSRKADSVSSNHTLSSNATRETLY
Rac1 GTP hydrolysis – MgcRacGAP GTPase-activating activity inhibitors, confirmation, biochemical, ADP Hunter fluorescence. AID 624330. 340,000 tested, 0.6% active. one-dose inhibition, % at 30 µM; IC50 in µM for titrated hits. MgcRacGAP-stimulated Rac1 GTP hydrolysis, ADP Hunter fluorescence; higher % means a stronger effect; GST-tagged Rac1 F28L mutant substrate;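 active = first-screen hits whose inhibition reached a set limit at any dose in the follow-up dose series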;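 also: fluorescence reports GDP produced by GAP-driven GTP hydrolysis; strong numbers were not always called active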
NS5 inhibitors – Dengue-2 NS5 methyltransferase inhibitors, primary screen, biochemical, confirmation dose response (AID 588689); Dengue-2 NS5 methyltransferase capping enzyme assay, biochemical; higher % means a stronger effect; inhibition, % at 25 µM; hits with a dose series show IC50 in µM; 340,000 tested, 0.3% active; in the data active = a potency from the dose series
SIAH1 antagonists – Siah-1 peptide-binding antagonists, primary screen, biochemical, fluorescence polarization, rhodamine-plectin, uHTS (AID 1817) | Siah-1 / rhodamine-plectin peptide fluorescence polarization; higher % means a stronger effect | one-dose displacement, % at 20 µM; IC50 in µM for titrated hits | 290,000 tested, 0.02% active;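 active = displacement of at least 50% at 20 µM, with a fluorescence ratio check between 0.3 and a set limit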;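 also: plate controls were Siah plus tracer with DMSO for no effect and tracer alone without Siah for full effect; strong numbers were not always called active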
UTI89 phage lysis – inhibition of K1F phage lysis, E. coli UTI89, bacterial capsule biogenesis inhibitors, alamar blue (AID 488966); E. coli UTI89 K1F phage lysis, alamar blue, 2 h; higher % means a stronger effect; one-dose inhibition, % at 100 µM; IC50 in µM for titrated hits; 340,000 tested, 0.02% active;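 active = phage lysis inhibition, versus mean bacterial control, above a set limit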;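 also: capsule biogenesis inhibitors block K1F phage lysis so surviving cells raise fluorescence; higher fluorescence means more inhibition of phage lysis; actives were called in the ten point dose series up to 300 µM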
NTR1 agonist cell count 20 µM – recorded beside NTR1 agonist, whose call it bears; cell count; measured here: cell count, cytotoxicity flag
NS5 inhibitors pilot replicate – further read-out of NS5 inhibitors, marked with its call; inhibition, %; measured here: pilot screen replicate inhibition
* hit, by the source's call; i = inactive; x = no result given; [ ] = another dose, or the depositor's remark.

Start of the data: the first six entries, ahead of the listing:
SMILES	RSV antiviral HEp-2	AID2073	West Nile virus CPE	Large T inhibition	NTR1 agonist	NTR1 agonist cell count 20 µM	Rac1 GTP hydrolysis	NS5 inhibitors	SIAH1 antagonists	UTI89 phage lysis	others
O=C(NN=C1CCCCCC1)c1ccc2c(c1)OCO2	-0.7%	1%	-0.3%	3%	2.5	53	-3%	1%	3%	-1.5%
Cc1ccc2oc(=O)n(Cc3ccccc3)c2c1	0.2%	8%	-0.8%	4%	-0.5	50	6%	1%	3%	0.0%	NS5 inhibitors pilot replicate=-4.0
Cn1c(=NC(=O)CCl)sc2ccccc21	-0.6%	-12%	-1.6%	7%	7.0	48	-3%	-6%	-1%	-0.7%
O=C1CC(C(=O)Nc2ccccc2C(=O)O)C(c2ccccc2)O1 (stereo unspecified)	2.1%	4%	0.1%	18%	-0.2	43	3%	-6%	2%	-0.1%
CCOC(=O)N1CCN(C(=O)Cn2nc(C)n3nc(-c4ccc(CC)cc4)cc3c2=O)CC1	2.0%	-3%	0.3%	11%	-0.5	54	-2%	-1%	6%	0.3%
CC(/C=C1\SC(=S)N(NC(=O)c2ccncc2)C1=O)=C\c1ccccc1	1.7%	-10%	0.5%	14%	0.1	31	5%	22%	-6%	-0.4%

All compounds of this part (from the top)
SMILES	RSV antiviral HEp-2	AID2073	West Nile virus CPE	Large T inhibition	NTR1 agonist	NTR1 agonist cell count 20 µM	Rac1 GTP hydrolysis	NS5 inhibitors	SIAH1 antagonists	UTI89 phage lysis	others
O=C(NN=C1CCCCCC1)c1ccc2c(c1)OCO2	-0.7%	1%	-0.3%	3%	2.5	53	-3%	1%	3%	-1.5%
Cc1ccc2oc(=O)n(Cc3ccccc3)c2c1	0.2%	8%	-0.8%	4%	-0.5	50	6%	1%	3%	0.0%	NS5 inhibitors pilot replicate=-4.0
Cn1c(=NC(=O)CCl)sc2ccccc21	-0.6%	-12%	-1.6%	7%	7.0	48	-3%	-6%	-1%	-0.7%
O=C1CC(C(=O)Nc2ccccc2C(=O)O)C(c2ccccc2)O1 (stereo unspecified)	2.1%	4%	0.1%	18%	-0.2	43	3%	-6%	2%	-0.1%
CCOC(=O)N1CCN(C(=O)Cn2nc(C)n3nc(-c4ccc(CC)cc4)cc3c2=O)CC1	2.0%	-3%	0.3%	11%	-0.5	54	-2%	-1%	6%	0.3%
CC(/C=C1\SC(=S)N(NC(=O)c2ccncc2)C1=O)=C\c1ccccc1	1.7%	-10%	0.5%	14%	0.1	31	5%	22%	-6%	-0.4%
COc1ccc(C)cc1-n1c(SCC(=O)NCC2CCCO2)nc2c([nH]c3ccccc32)c1=O (stereo unspecified)	2.4%	1%	1.1%	11%	1.3	63	1%	-10%	-3%	0.0%
Cc1ccccc1NC(=S)NNC(=O)c1ccco1	x	-15%	-0.6%	x	1.0	56	5%	-3%	-1%	0.1%
Cc1sc(NC(=O)C2C3CCC(O3)C2C(=O)O)c(C(=O)OC(C)C)c1-c1ccc(Cl)cc1 (stereo unspecified)	2.1%	-16%	-0.1%	44%	0.5	49	12%	1%	0%	12%
O=C(Nc1nc(-c2ccccc2)c(-c2ccccc2)s1)c1ccc(S(=O)(=O)N2CCCCC2)cc1	10%	36%	-0.8%	-3%	2.1	48	8%	-3%	-3%	1.2%[50 µM]
CCSc1ccccc1C(=O)N1CCN(c2ccccc2F)CC1	-0.5%	-4%	0.3%	4%	2.9	57	4%	-2%	0%	1.7%
COc1ccc(CN2CCC(N3CC(C)OC(C)C3)CC2)c(OC)c1 (stereo unspecified)	0.1%	4%	-0.1%	29%	0.5	94	29%	-5%	5%	-1.0%[50 µM]
C[C@H](CO)N1C[C@H](C)[C@@H](CN(C)S(=O)(=O)c2ccccc2)Oc2c(NS(=O)(=O)c3ccccc3)cccc2C1=O	x	x	x	x	-0.5	49	6%	0%	x	6.7%
Cc1cccc(NC(=O)CCN2C(=O)c3ccccc3C2=O)c1	1.1%	-8%	-0.3%	3%	1.7	62	-9%	-13%	-4%	-1.5%
CSc1ccc(Cl)c(C(=O)N2CCN(CC(=O)N3CCCC3)CC2)c1	x	x	x	x	0.2	66	4%	-7%	x	0.6%[50 µM]
COc1ccc(-c2noc(CN3CCN(c4ccccc4F)CC3)n2)cc1OC	1.3%	-4%	0.2%	-3%	-0.5	42	4%	-12%	4%	-0.1%
COc1cc(/C=C/C(=O)O)cc(S(=O)(=O)Nc2ccccc2SC)c1OC	1.4%	4%	1.3%	4%	-1.6	46	8%	3%	2%	1.2%[50 µM]
COc1ccc(OCC(=O)N2CCN(C(=O)c3ccc(F)cc3)CC2)cc1	2.0%	6%	-0.7%	8%	1.4	70	2%	-1%	-2%	1.9%[50 µM]
COc1ccc(-c2nc(N)nc(C)c2Oc2ccccc2Br)c(O)c1	3.9%	18%	0.8%	6%	25	65	8%	19%	-6%	1.4%
Cc1c(C(=O)c2ccc(Cl)c(Cl)c2)cnc2cc3c(cc12)OCO3	11%	3%	-0.9%	13%	5.8	76	-7%	1%	16%	0.4%
CCOC(=O)C1CCN(C(=O)CN2C(=O)c3cccnc3Oc3ccc(C)cc32)CC1	0.4%	-8%	-0.4%	8%	-0.5	55	7%	-4%	5%	-0.1%
COc1ccc(-c2nc3ccc(C)cn3c2NCc2ccc3c(c2)OCO3)cc1	0.6%	27%	0.2%	32%	4.0	81	12%	2%	-10%	0.5%
CCCN(CC(=O)Nc1ccc(F)c(F)c1F)C(=O)C1CC(=O)N(Cc2ccccc2)C1 (stereo unspecified)	1.3%	x	x	10%	0.9	74	-5%	-5%	x	0.0%[50 µM]
O=S(=O)(c1ccc(Oc2ccc(Cl)cc2)c(S(=O)(=O)N2CCCCC2)c1)N1CCCCC1	0.3%	2%	-1.2%	4%	-3.9	91	0%	-2%	2%	0.2%
COc1ccc(C(C)NC(=O)Nc2ccc(C(C)=O)cc2)cc1OC (stereo unspecified)	2.2%	6%	-0.5%	8%	0.0	49	-5%	-5%	-2%	0.1%
COc1ccc(C(C[N+](=O)[O-])c2c(C)cc3ccccn23)c(OC)c1 (stereo unspecified)	3.9%	9%	2.0%	10%	23	47	-6%	-6%	2%	-0.1%
O=C(COC(=O)c1ccc([N+](=O)[O-])o1)NCCCc1ccccc1	x	x	x	x	2.3	71	6%	-7%	x	-0.8%[50 µM]
CC(=O)Nc1cccc(C(=O)OCC(=O)NNC(=O)c2ccc([N+](=O)[O-])cc2)c1	3.6%	x	x	10%	0.2	69	2%	-1%	x	-0.9%
COc1ccc(S(=O)(=O)N2CCOCC2)cc1NC(=O)c1cccc(-n2cccc2)c1	-0.7%	x	x	17%	0.4	58	5%	-7%	x	0.4%[50 µM]
CCC(CO)NCc1ccccc1OC(C)C (stereo unspecified)	-1.6%	2%	-0.1%	15%	-0.1	70	5%	-1%	13%	0.1%
CCc1ccccc1NC(=O)CSc1nnc([C@@H](NC(=O)OC(C)(C)C)C(C)C)o1	-0.6%	1%	0.2%	12%	-0.5	79	-1%	5%	4%	-0.2%	NS5 inhibitors pilot replicate=0.3
C=C(C)Cn1c(SCC(=O)N/N=C/c2ccccc2)nc2ccccc2c1=O	2.9%	-17%	-0.3%	5%	2.5	69	3%	1%	2%	1.6%
COc1cccc(NC(=O)c2ccccc2-c2nc(-c3ccc(Cl)cc3)no2)c1	-0.3%	0%	0.3%	17%	4.4	49	8%	-3%	-2%	0.6%
FC(F)(F)c1cccc(Nc2nc(N3CCCC3)nc(N3CCCC3)n2)c1	7.2%	6%	-0.8%	5%	7.8	45	-3%	-9%	2%	-0.8%
O=C(OCn1nnc2ccccc2c1=O)c1cccnc1Cl	0.5%	-2%	-0.1%	-5%	-1.3	81	12%	-7%	4%	4.6%
COC(=O)c1ccc2c(c1)NC(=O)C(N(CC(C)C)CC(C)C)S2 (stereo unspecified)	0.5%	-5%	0.0%	9%	2.1	69	8%	-6%	-3%	0.2%
COc1cc(NC(=O)c2ccco2)c(OC)cc1NC(=O)CCC(=O)Nc1cc(C)cc(C)c1	-1.3%	18%	0.7%	4%	1.7	66	4%	1%	-4%	0.6%	NS5 inhibitors pilot replicate=-1.5
Cc1cc(-c2csc(N)n2)c(C)n1-c1ccccc1	4.5%	7%	-0.8%	6%	-0.7	83	11%	34%	10%	0.2%
Cc1onc(-c2ccccc2Cl)c1C(=O)Nc1nn[nH]n1	1.4%	-1%	0.0%	-21%	2.9	46	5%	3%	1%	0.5%
Cc1cccc(N2CCN(S(=O)(=O)c3ccc4c(c3)OCCO4)CC2)c1C	4.3%	2%	-0.3%	9%	0.4	54	1%	2%	-6%	-0.1%
O=C(Nc1nc2c(s1)COc1ccccc1-2)c1cccs1	3.1%	19%	0.1%	5%	11	96	16%	2%	1%	i
COc1ccc(NC(=O)COc2ccc(C(=O)NC3CCCc4ccccc43)cc2OC)cc1 (stereo unspecified)	0.9%	-8%	-0.3%	23%	9.5	74	9%	-1%	-4%	0.0%
COc1ccc(NC(=O)CSc2nnc(Cc3ccccc3)c(=O)n2N)c(OC)c1	1.8%	x	x	11%	1.6	58	8%	1%	x	0.0%[50 µM]
CCOc1ccc(-c2c(C(=O)N/N=C/c3ccoc3)nnn2-c2nonc2N)cc1	-0.2%	-1%	0.5%	-7%	1.9	49	0%	24%	-3%	0.2%
Cc1ccc(N(C(=O)c2ccco2)C2C=CS(=O)(=O)C2)cc1 (stereo unspecified)	-1.5%	4%	-0.8%	3%	-0.8	38	6%	1%	10%	3.0%
CCOC(=O)C1=C(c2ccccc2)NC(=O)NC1c1ccc(N(C)C)cc1 (stereo unspecified)	4.0%	2%	-0.4%	7%	-1.3	45	2%	-2%	0%	7.3%
COc1ccc(NC(=O)C2CC(=O)N/C(=N/NC(=O)c3ccc(Cl)cc3)S2)cc1 (stereo unspecified)	x	8%	-0.2%	18%	1.3	44	-3%	5%	14%	-0.3%
O=C1c2ccccc2NC(c2cccc(O)c2)N1Cc1ccco1 (stereo unspecified)	0.4%	17%	-0.3%	3%	0.2	75	2%	-1%	6%	-1.3%[50 µM]
CS(=O)(=O)N1CCc2cc(C(=O)N3CCN(c4ccccc4)CC3)ccc21	1.6%	-1%	0.4%	4%	-0.6	58	6%	-8%	4%	-0.1%
CCc1cc2c(C)cc(=O)oc2cc1OC(=O)C1CCCN1C(=O)OC(C)(C)C (stereo unspecified)	-1.1%	9%	0.1%	8%	4.8	65	x	x	-1%	x
CC(C)C(C)NC(=O)CSc1nc2scc(-c3ccco3)c2c(=O)n1-c1ccccc1 (stereo unspecified)	4.5%	34%	0.0%	23%	1.5	53	8%	-9%	27%	0.6%
CC(C)C[C@@H](CSc1ccccc1)N1CCN(C)CCC1=O	-1.1%	4%	0.6%	10%	-1.5	69	-1%	-6%	-2%	0.3%
CCOC(=O)c1c(NC(=O)C2C3C=CC(C3)C2C(=O)O)sc2c1CCC(C)C2 (stereo unspecified)	5.0%	24%	-0.5%	8%	-0.5	62	6%	-3%	8%	2.2%
